Source: PubChem
POLB inh = qHTS Assay for Inhibitors of DNA Polymerase Beta. P06746. actives 1.3% (n = 340,000). AID 485314, 2010. Potency, µM (titrated, usually from 114 µM), for inactives: at the highest dose activity change, negative = inhibition, most hits filed as inhibitors. Pol beta primer extension/strand displacement, fluorescence kinetic; also: % is scaled to controls: 0 for no effect and ±100 for the full control effect
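Preincubation: enzyme (10 nM) with compound, 15 min, RT. Reaction: substrate added to 50 nM final. Reads: 0 and 10 min. Analysis: normalized, Hill fit.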
Apoferritin bind = qHTS Assay for Identification of Novel General Anesthetics | Ferritin light chain (Equus caballus), P02791 | apoferritin/1-aminoanthracene competitive binding, fluorescence | Potency, µM (doses to about 77.5 µM), inactives show at the highest dose activity change, negative = displacement, actives largely listed as inhibitors | actives 0.074% (n = 350,000) | AID 485281, 2010; also: % is scaled to controls: 0 for no effect and ±100 for the full control effect; nearly all actives have a fitted effect of over 20% in size
Target sequence (P02791 2-175 limits assumed): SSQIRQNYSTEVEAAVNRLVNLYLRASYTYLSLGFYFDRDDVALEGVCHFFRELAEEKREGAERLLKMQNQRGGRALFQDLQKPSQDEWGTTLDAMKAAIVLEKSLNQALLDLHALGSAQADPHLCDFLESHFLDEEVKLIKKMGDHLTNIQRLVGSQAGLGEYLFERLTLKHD
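10 uM apoferritin + 50% sat. 1-AMA, PBS; cpd 10 min RT; Ex380/Em535 endpoint; normalized to free probe vs complex; 4-param Hill fit; propofol titration as pos. ctrl.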
POLH inh = qHTS for Inhibitors of Polymerase Eta; recombinant Pol eta, fluorescent DNA replication assay; Potency, µM (series often up to 114 µM), inactives show top-dose activity change, negative = inhibition, hits mostly inhibitors; actives 1.2% (n = 390,000); AID 588591, 2011; also: % is scaled to controls: 0 for no effect and ±100 for the full control effect
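Fluorescent replication assay: 50 nM final substrate added after a 15 min room-temperature compound preincubation with 10 nM enzyme. Signal taken at 0 min and again at 10 min.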
POLI inh = qHTS for Inhibitors of Polymerase Iota | Pol iota fluorescent replication assay, 10 min | Potency, µM (top dose mostly 115 µM), for the others: top-dose activity, negative = inhibition, hits mostly inhibitors | actives 1% (n = 390,000) | AID 588590, 2011
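Pol iota at 10 nM preincubated 15 min with compounds at room temperature; reaction started with fluorescent substrate, 50 nM final. Fluorescence read kinetically at 0 and 10 min; buffer-only wells as negative control.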
BAZ2B inh = qHTS Assay for Inhibitors of BAZ2B; Bromodomain adjacent to zinc finger domain protein 2B (Homo sapiens), Q9UIF8; AlphaScreen BAZ2B-H3K14Ac peptide displacement; Potency, µM (top dose mostly 114 µM), for inactives: at the top dose activity change, negative = inhibition, most hits filed as inhibitors; actives 4.4% (n = 360,000); AID 504333, 2011; also: % is scaled to controls: 0 for no effect and ±100 for the full control effect; nearly all actives have a fitted effect of over 60% in size
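Inhibition is scored as reduced AlphaScreen emission. The BAZ2B/b-H3(5-23)K14Ac complex (50 nM each) in PBS pH 7.4, 0.01% Tween-20 meets compound (up to 110 uM) for 30 min at RT before bead addition.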
Pol kappa inh = qHTS for Inhibitors of Polymerase Kappa; DNA polymerase kappa (Homo sapiens), Q9UBT6; purified Pol kappa, fluorescent DNA synthesis assay, 10 min; Potency, µM (doses to about 107 µM), without a hit: at the top dose activity, negative = inhibition, hits mostly inhibitors; actives 0.53% (n = 400,000); AID 588579, 2011; also: % is scaled to controls: 0 for no effect and ±100 for the full control effect
Target sequence (Q9UBT6 whole entry, looked up): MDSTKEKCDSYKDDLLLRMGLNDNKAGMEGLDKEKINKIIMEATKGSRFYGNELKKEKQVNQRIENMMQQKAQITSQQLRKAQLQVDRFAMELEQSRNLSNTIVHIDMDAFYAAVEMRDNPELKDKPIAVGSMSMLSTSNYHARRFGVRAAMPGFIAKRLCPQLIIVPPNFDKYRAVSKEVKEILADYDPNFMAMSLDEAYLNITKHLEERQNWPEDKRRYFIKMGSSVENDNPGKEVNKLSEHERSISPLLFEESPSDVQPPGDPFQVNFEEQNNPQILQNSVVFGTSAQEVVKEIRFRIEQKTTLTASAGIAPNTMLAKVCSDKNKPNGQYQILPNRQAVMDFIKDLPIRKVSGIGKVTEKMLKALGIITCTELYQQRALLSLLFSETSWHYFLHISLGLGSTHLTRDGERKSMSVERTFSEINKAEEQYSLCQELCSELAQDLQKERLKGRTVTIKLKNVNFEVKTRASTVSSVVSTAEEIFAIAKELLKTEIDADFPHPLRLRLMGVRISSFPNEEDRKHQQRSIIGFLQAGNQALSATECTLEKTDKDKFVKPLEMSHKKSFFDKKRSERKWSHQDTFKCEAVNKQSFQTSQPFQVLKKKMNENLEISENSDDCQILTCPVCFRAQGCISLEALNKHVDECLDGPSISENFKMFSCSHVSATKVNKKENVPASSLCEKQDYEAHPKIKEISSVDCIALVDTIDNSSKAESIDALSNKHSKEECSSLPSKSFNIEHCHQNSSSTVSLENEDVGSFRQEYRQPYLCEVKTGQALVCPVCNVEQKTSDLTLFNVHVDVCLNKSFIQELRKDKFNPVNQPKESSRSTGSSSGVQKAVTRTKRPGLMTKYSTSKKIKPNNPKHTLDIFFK
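Readout: fluorescence, taken kinetically at 0 and 10 min. Conditions: 10 nM Pol kappa, 15 min RT compound preincubation, 50 nM substrate final. Controls: enzyme-free buffer wells.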
APEX1 inh = qHTS Assay for Inhibitors of the Human Apurinic/apyrimidinic Endonuclease 1 (APE1) | DNA repair nuclease/redox regulator APEX1 (Homo sapiens), P27695 | recombinant APE1, TAMRA/BHQ-2 abasic DNA cleavage fluorescence | Potency, µM (highest dose often 65.8 µM), for inactives: at the highest dose activity change, negative = inhibition, hits mostly inhibitors | actives 0.35% (n = 350,000) | AID 2517, 2012;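 also: plate controls were vehicle for no effect and reference inhibitor for full effect; nearly all actives have a fitted effect of over 55% in size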
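Readout is kinetic fluorescence (ex 525, em 598 nm) from cleavage of 50 nM TAMRA/BHQ-2 THF abasic duplex by 0.75 nM APE1, compound added 15 min beforehand at RT.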
BLM helicase inh = qHTS Assay for Inhibitors of Bloom's syndrome helicase (BLM). recombinant BLM DNA unwinding, fluorescence dequenching. Potency, µM (series often up to 56.1 µM), inactives show top-dose activity change, negative = inhibition, usual class: inhibitors. actives 0.2% (n = 350,000). AID 2528, 2010. RecQ-like DNA helicase BLM (Homo sapiens), P54132;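 also: plate controls were vehicle for no effect and no enzyme for full effect; nearly all actives have a fitted effect of over 35% in size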
G9a block = qHTS Assay for Inhibitors of Histone Lysine Methyltransferase G9a; Histone-lysine N-methyltransferase EHMT2 (Homo sapiens), Q96KQ7; G9a H3K9 monomethylation, AlphaScreen, 2 h; Potency, µM (top dose mostly 102 µM), for the others: at the top dose activity, negative = inhibition, usual class: inhibitors; actives 8.8% (n = 350,000); also: % is scaled to controls: 0 for no effect and ±100 for the full control effect; nearly all actives have a fitted effect of over 75% in size
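AlphaScreen detection with an anti-monomethyl H3K9 antibody quantified product after a 2 h room-temperature reaction containing 500 nM biotinylated H3K9 peptide, 20 µM SAM and 20 nM enzyme, which had been preincubated 15 min with compound.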
The depositor's hits bear a star; & = joins results of further samples; [ ] = another dose, or the depositor's remark. Calls follow the shape of the dose curve; as a rule, active = well fitted curve in the direction sought with a large enough effect; inconclusive = small, poorly fitted or top-dose-only effect, or another doubt; inactive = no such curve, though single readings can be large; an effect the other way counts as inactive or inconclusive. Potency is read from the fitted curve at half-maximal effect. The list is partial, so the mix of outcomes need not match the whole.

`Cc1ccc2cc3cc(C(=O)NCCN4CCOCC4)oc3nc2c1` gave POLB inh 15%, Apoferritin bind -2%, POLH inh 6%, POLI inh 10%, BAZ2B inh -3%, Pol kappa inh -7%, APEX1 inh 8%, BLM helicase inh -5% and G9a block 13%[59 µM].
For CCCN1C/C(=C/c2cccc([N+](=O)[O-])c2)C(=O)/C(=C/c2cccc([N+](=O)[O-])c2)C1 the results were POLB inh -23%, Apoferritin bind inconclusive, POLH inh 4%, POLI inh 43%[activator], BAZ2B inh inconclusive, Pol kappa inh -19%, APEX1 inh -5%, BLM helicase inh -1% and G9a block inconclusive.
`CCOC(=O)c1c(C(F)(F)F)cc(-c2ccc(F)cc2)nc1C` gave POLB inh -2%, Apoferritin bind -3%, POLH inh -16%, POLI inh 13%, BAZ2B inh 79%[activator], Pol kappa inh -4%, APEX1 inh 0%, BLM helicase inh -1% and G9a block 92%[activator].
`COc1cccc2cc(-c3cc(=O)oc4cc(C)c(O)cc34)oc12` gave POLB inh -4%, Apoferritin bind -4%, POLH inh -5%, POLI inh inconclusive, BAZ2B inh 15%, Pol kappa inh inconclusive, APEX1 inh -20%, BLM helicase inh -13% and G9a block 41%[0.501 µM].
Screening O=C(Nc1ccc(Cl)cc1)c1cc(S(=O)(=O)N2CCOCC2)cs1 returned POLB inh 0%, Apoferritin bind -15%, POLH inh -18%, POLI inh 3%, BAZ2B inh 4%, Pol kappa inh -18%, APEX1 inh 1%, BLM helicase inh -8% and G9a block 15%.
For O=C(NC1CCCC1)C(c1ccncc1)N(C(=O)c1ccco1)c1ccc(Cl)cc1 (stereo not drawn) the results were POLB inh 24%, Apoferritin bind 0%, POLH inh -10%, POLI inh 145%[activator], BAZ2B inh 4%, Pol kappa inh 5%, APEX1 inh 3%, BLM helicase inh -1% and G9a block 7%.
`COc1ccccc1NS(=O)(=O)c1ccc(O)c(C(=O)OCC(=O)Nc2ccccc2F)c1` gave POLB inh 15%, Apoferritin bind -17%, POLH inh -11%, POLI inh 2%, Pol kappa inh 4%, APEX1 inh -4%, BLM helicase inh -1% and G9a block -2%.
Screening C/C(=N\NC(=O)c1ccc(F)cc1)c1cccc(NC(=O)c2ccco2)c1 returned POLB inh 16%, Apoferritin bind -6%, POLH inh -8%, POLI inh -7%, BAZ2B inh 12%, Pol kappa inh 7%, APEX1 inh 15%, BLM helicase inh -2% and G9a block -32%[59 µM].
CC1Cc2ccccc2N1C(=S)NC(=O)C1(C)CC1(Cl)Cl (stereo not drawn) was read as POLB inh 1%, Apoferritin bind -19%, POLH inh -11%, POLI inh 58%[activator], BAZ2B inh -29%, Pol kappa inh 6%, APEX1 inh -4%, BLM helicase inh -1% and G9a block 0%.
`Cc1ccc(S(=O)(=O)c2cc(OC(=O)c3ccco3)ccc2OC(=O)c2ccco2)cc1` gave POLB inh -29%, Apoferritin bind -10%, POLH inh -12%, POLI inh -13%, BAZ2B inh -8%, Pol kappa inh -27%, APEX1 inh inconclusive, BLM helicase inh -5% and G9a block 17%[59 µM].
Screening Cc1nc(-c2ccc(Cl)cc2)sc1C1(C)CC(c2cccnc2)=NO1 (stereo not drawn) returned POLB inh -2%, Apoferritin bind inconclusive, POLH inh -17%, POLI inh inconclusive, BAZ2B inh 1%, Pol kappa inh 2%, APEX1 inh 3%, BLM helicase inh 1% and G9a block -48%[59 µM].
Screening O=C1CC(c2nc3ccccc3[nH]2)CN1c1ccccc1F (stereo not drawn) returned POLB inh 5%, Apoferritin bind -10%, POLH inh -8%, POLI inh 3%, BAZ2B inh -3%, Pol kappa inh -8%, APEX1 inh -3%, BLM helicase inh 1% and G9a block 4%.
Screening CC1CCCC(C)N1C(=O)CSc1nnc(COc2ccccc2)n1-c1ccccc1 (stereo not drawn) returned POLB inh 4%, Apoferritin bind inconclusive, POLH inh 3%, POLI inh 18%, BAZ2B inh 7%, Pol kappa inh 3%, APEX1 inh 0%, BLM helicase inh -2% and G9a block 18%.
`CCOc1ccc(Nc2nc(N)c([N+](=O)[O-])c(N3CCN(CC)CC3)n2)cc1` gave POLB inh 2%, Apoferritin bind -19%, POLH inh -9%, POLI inh -18%, BAZ2B inh 50µM*, Pol kappa inh -8%, APEX1 inh 23%, BLM helicase inh inconclusive and G9a block -11%[2.33 µM].
`COc1ccccc1N(/N=C1\Sc2ccccc2C1=O)C(C)=O` gave POLB inh 2%, Apoferritin bind -13%, POLH inh 89µM*, POLI inh inconclusive, BAZ2B inh inconclusive, Pol kappa inh 2%, APEX1 inh -3%, BLM helicase inh inconclusive and G9a block 5%[12.7 µM].
CCCCNC(=O)NC1C(NC(=O)NCCCC)N(C)C(=O)N1C (stereo not drawn) was read as POLB inh 33%, Apoferritin bind -11%, POLH inh -1%, POLI inh -1%, BAZ2B inh 3%, Pol kappa inh -10%, APEX1 inh 5%, BLM helicase inh -2% and G9a block 22%.
Screening O=C(COc1ccccc1)N1CCCC1 returned POLB inh 1%, Apoferritin bind -4%, POLH inh -12%, POLI inh 76%[activator], BAZ2B inh 3%, Pol kappa inh -2%, APEX1 inh -4%, BLM helicase inh -5% and G9a block 21%.
For Fc1ccc(Nc2ncnc3c2nc2n3CCCC2)cc1 the results were POLB inh 1%, Apoferritin bind -10%, POLH inh -22%, POLI inh 18%, BAZ2B inh -5%, Pol kappa inh 2%, BLM helicase inh 1% and G9a block 4%[59 µM].
For CCCN(CCC)C(=O)c1cn(CC)c2ccc(S(=O)(=O)N3CCCCC3)cc2c1=O the results were POLB inh 20%&27%, Apoferritin bind -8%&1%, POLH inh 4%&-11%, POLI inh -8%&26%, BAZ2B inh -13%, Pol kappa inh 0%&-4%, APEX1 inh -1%, BLM helicase inh -3%&-6% and G9a block 37%[activator][59 µM].
Screening CC(C)CCN1CCN(Cc2cnc(-c3ccccc3)s2)CC1CCO (stereo not drawn) returned POLB inh 7%, Apoferritin bind -8%, POLH inh -23%, POLI inh 32%[activator], BAZ2B inh -17%, Pol kappa inh -24%, APEX1 inh 4%, BLM helicase inh -3% and G9a block 3%.
CCc1ccc(N(CC(=O)NCCc2ccccc2)C(=O)CCC(=O)Nc2ccccn2)cc1 was read as POLB inh 24%, Apoferritin bind -1%, POLH inh -4%, POLI inh -3%, BAZ2B inh 6%, Pol kappa inh -13%, APEX1 inh 6%[12.4 µM], BLM helicase inh 0% and G9a block -13%[59 µM].
`CC(=O)Nc1ccc(C(=O)COC(=O)CN2C(=O)NC3(CCCCC3C)C2=O)cc1` (stereo not drawn) gave POLH inh 7%, POLI inh -4%, BAZ2B inh 12%, Pol kappa inh 0%, APEX1 inh -13% and G9a block -1%[12.7 µM].
Screening COc1ccc(-c2nnc(NC(=O)c3cc(Cl)ccc3Cl)o2)cc1 returned POLB inh 11%, Apoferritin bind 1%, POLH inh -1%, POLI inh 8%, BAZ2B inh 3%, Pol kappa inh 0%, APEX1 inh 3%, BLM helicase inh 2% and G9a block -12%.
CCOC(=O)COc1ccc(S(=O)(=O)Nc2cccc(SC)c2)cc1 was read as POLB inh -13%, Apoferritin bind inconclusive, POLH inh -18%, POLI inh -4%, BAZ2B inh -5%, Pol kappa inh -5%, APEX1 inh -1%, BLM helicase inh -5% and G9a block 10%[59 µM].
For COCCNC(=O)c1c(-c2ccccc2)c(-c2ccccc2)nn(C)c1=O the results were POLB inh 34%, Apoferritin bind 4%, POLH inh -15%, POLI inh 9%, BAZ2B inh 18%, Pol kappa inh 1%, BLM helicase inh 8% and G9a block inconclusive.
Cc1ccc(C(=O)N[C@H](C(=O)Nc2ccc(F)cc2)C(C)C)cc1 was read as POLB inh -4%, Apoferritin bind 0%, POLH inh -10%, POLI inh 28%, BAZ2B inh -3%, Pol kappa inh 1%[60.1 µM], APEX1 inh 61%[activator], BLM helicase inh -2% and G9a block -4%.
For COc1ccc(S(=O)(=O)CCC(=O)N(C)c2ccc(OC)cc2OC)cc1 the results were POLB inh 3%, Apoferritin bind 8%, POLH inh -9%, POLI inh -9%[58.9 µM], BAZ2B inh 35%[activator], Pol kappa inh 2%, APEX1 inh -2%, BLM helicase inh 2% and G9a block 13%[59 µM].
`O=C(CN(C(=O)CCC(=O)Nc1ccccn1)c1ccc2c(c1)OCO2)NCc1ccc(F)cc1` gave POLB inh 21%, Apoferritin bind -3%, POLH inh -25%, POLI inh 111%[activator], BAZ2B inh -26%, Pol kappa inh -2%, APEX1 inh 34%[activator], BLM helicase inh 1% and G9a block 11%.
For CCN(CC)c1nc2ccccc2[nH]1 the results were POLB inh 6%, Apoferritin bind -19%, POLH inh -11%, POLI inh 21%, BAZ2B inh -4%, Pol kappa inh 3%, APEX1 inh 3%, BLM helicase inh 1% and G9a block 3%.

Fetched by structure from the list above:
Screening COc1ccc(-c2nnc(NC(=O)c3cc(Cl)ccc3Cl)o2)cc1 returned POLB inh 11%, Apoferritin bind 1%, POLH inh -1%, POLI inh 8%, BAZ2B inh 3%, Pol kappa inh 0%, APEX1 inh 3%, BLM helicase inh 2% and G9a block -12%.
For COCCNC(=O)c1c(-c2ccccc2)c(-c2ccccc2)nn(C)c1=O the results were POLB inh 34%, Apoferritin bind 4%, POLH inh -15%, POLI inh 9%, BAZ2B inh 18%, Pol kappa inh 1%, BLM helicase inh 8% and G9a block inconclusive.
Cc1ccc(C(=O)N[C@H](C(=O)Nc2ccc(F)cc2)C(C)C)cc1 was read as POLB inh -4%, Apoferritin bind 0%, POLH inh -10%, POLI inh 28%, BAZ2B inh -3%, Pol kappa inh 1%[60.1 µM], APEX1 inh 61%[activator], BLM helicase inh -2% and G9a block -4%.
